Screening results as filed in PubChem BioAssay.
Abeta rescue – A-beta toxicity reversal in yeast | Potency, µM (highest dose often 46.1 µM), for the others: at the highest dose growth rescue, most hits filed as activators | yeast expressing A-beta42, growth rescue, OD600, 48 h; response scale: 0% DMSO, 100% iron-clioquinol control | AID 1347071 | hit rate 0.063% among 410,000; note: potency is the fitted concentration of half-maximal effect; nearly all actives have a fitted effect of over 55% in size
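Yeast A-beta toxicity model in growth medium with pinned compounds, 48 h at 30 C; growth read as absorbance at 600 nm. Normalized to FeCl3/clioquinol equimolar mix (positive) and DMSO (negative).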
WRN helicase inh – inhibitors of human WRN helicase; Q14191; WRN helicase unwinding, fluorescent forked duplex, kinetic; Potency, µM (top dose mostly 114 µM), for the others: top-dose activity change, negative = inhibition, hits mostly inhibitors; hit rate 0.46% among 360,000; AID 651768; note: potency is the fitted concentration of half-maximal effect; % is set by controls: 0 for no effect and ±100 for the full control effect; nearly all actives have a fitted effect of over 55% in size
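Kinetic red-fluorescence monitoring (525/598 nm) tracks WRN helicase activity after 100 nM fluorophore-quencher forked duplex and 2 mM ATP are added to 20 nM enzyme pretreated 15 min at room temperature with compound.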
PI5P4Ka inh – blocks human PI5P4K alpha kinase activity; PI5P4Kalpha enzyme, ADP-Glo luminescence, 60 min; active compounds read low; max response, %; hit rate 1.2% among 330,000; active = max response of -50% or lower; inconclusive = between -30% and -50%; inactive = -30% or higher; note: value at the top dose of about 77 µM; % is set by controls: 0 for no effect and ±100 for the full control effect
Target sequence (P48426 whole entry, looked up): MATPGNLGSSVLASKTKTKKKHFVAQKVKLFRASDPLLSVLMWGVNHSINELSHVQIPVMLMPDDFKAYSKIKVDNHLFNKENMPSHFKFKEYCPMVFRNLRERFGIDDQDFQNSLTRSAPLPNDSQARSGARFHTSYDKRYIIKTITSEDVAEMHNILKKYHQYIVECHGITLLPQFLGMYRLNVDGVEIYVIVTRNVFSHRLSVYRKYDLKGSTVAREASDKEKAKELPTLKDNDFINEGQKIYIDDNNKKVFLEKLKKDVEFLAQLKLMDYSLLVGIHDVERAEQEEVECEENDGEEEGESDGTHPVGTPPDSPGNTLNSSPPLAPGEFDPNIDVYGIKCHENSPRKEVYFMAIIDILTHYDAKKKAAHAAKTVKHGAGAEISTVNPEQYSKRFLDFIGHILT
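Quantitative HTS of the MLSMR library against PI5P4Kalpha with substrate. ATP added last at 5 microM final; room temperature, 60 minutes. Remaining ATP depleted, ADP converted and read as luminescence.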
IL-2 act – IL-2 activation. IL-2 activation reporter assay, cell-based qHTS; stimulated with anti-CD3/CD4/CD28 beads; in transgenic mouse T cells. activation, % (series mostly up to about 46 µM). hit rate 0.065% among 360,000; in the data active = activation above about 50%; inconclusive = mostly about 30% to 49%; note: 0% is about no effect
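Unstimulated transgenic mouse T cells; 60-min compound exposure; bead-based TCR/CD4/CD28 stimulation; 18 h culture, 37 degrees C; dual fluorescence (EGFP, DsRed) plate cytometry.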
EPAC1 antag – EPAC1 (human) antagonism | O95398 | EPAC1 GEF assay, Rap1b-BODIPY-GDP exchange fluorescence | Potency, µM (doses to about 115 µM), inactives show at the top dose activity change, negative = inhibition, hits mostly inhibitors | hit rate 0.14% among 360,000 | AID 720709;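 note: potency is the fitted concentration of half-maximal effect; plate controls were vehicle for no effect and positive control for full effect; nearly all actives have a fitted effect of over 50% in size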
FUS suppressor – rescues growth of FUS-expressing yeast; AID 1347120; Potency, µM (series often up to 76.6 µM), for the others: top-dose growth rescue (activation), hits mostly activators; S. cerevisiae FUS-expressing, growth rescue, OD600, 24 h; hit rate 0.24% among 390,000;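 note: potency is the fitted concentration of half-maximal effect; plate controls were DMSO vehicle for no effect and reference control for full effect; nearly all actives have a fitted effect of over 55% in size; some results filed as inactive show a strong effect at the top dose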
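S. cerevisiae expressing FUS from galactose induction served as the toxicity model. Growth after 24hr at 30C, read as absorbance at 600 nm, indicates suppression of toxicity; compounds dosed at several concentrations.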
PLK1 PBD inh – PLK1 (human) polo-box domain binding inhibition | P53350 | Plk1 PBD binding of FITC phosphopeptide, fluorescence polarization | Potency, µM, for inactives: max response, negative = inhibition, usual class: inhibitors | hit rate 2.8% among 360,000; note: potency is the fitted concentration of half-maximal effect; series mostly up to about 57 µM; % is set by controls: 0 for no effect and ±100 for the full control effect; nearly all actives have a fitted effect of over 65% in size
Target sequence (P53350 whole entry, looked up, the tested form may be a part): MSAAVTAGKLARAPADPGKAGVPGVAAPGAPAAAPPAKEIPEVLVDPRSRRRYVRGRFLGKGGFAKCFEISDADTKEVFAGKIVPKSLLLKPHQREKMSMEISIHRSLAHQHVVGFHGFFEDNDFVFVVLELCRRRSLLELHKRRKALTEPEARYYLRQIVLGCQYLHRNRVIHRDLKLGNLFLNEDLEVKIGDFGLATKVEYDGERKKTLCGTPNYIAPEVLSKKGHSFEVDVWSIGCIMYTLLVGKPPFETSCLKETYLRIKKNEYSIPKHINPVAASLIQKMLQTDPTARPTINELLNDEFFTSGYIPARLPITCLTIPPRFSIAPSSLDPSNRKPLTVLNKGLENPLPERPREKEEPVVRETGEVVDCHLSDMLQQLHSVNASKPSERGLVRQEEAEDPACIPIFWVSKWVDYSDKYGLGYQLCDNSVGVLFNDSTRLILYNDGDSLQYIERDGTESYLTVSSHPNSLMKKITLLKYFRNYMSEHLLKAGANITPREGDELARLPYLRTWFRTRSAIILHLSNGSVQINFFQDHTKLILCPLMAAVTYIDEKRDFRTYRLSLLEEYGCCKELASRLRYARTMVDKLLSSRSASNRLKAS
EPAC1 ag – EPAC1 (human) agonism | O95398 | AID 720707 | EPAC1 agonist qHTS, biochemical assay; response scale: 100% = response to 6.5 mM cAMP | Potency, µM (titrated, usually from 154 µM), without a hit: top-dose activation, hits mostly activators | hit rate 0.073% among 360,000; note: potency is the fitted concentration of half-maximal effect; nearly all actives have a fitted effect of over 60% in size
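Fluorescent GDP-exchange assay: 100 nM EPAC1 with 250 nM Rap1B preloaded with BODIPY-GDP and 50 uM GDP; compounds tested as concentration series, 5 min at room temperature, then read every 5 min for 30 min (ex 480/em 540 nm); normalized to 6.5 mM cAMP.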
* marks the source's active call; other numbers are inactive results; u = inconclusive; x = not tested or not shown; & = joins results of further samples; [ ] = dose if it differs, or a comment. Unless noted, calls come from the whole dose curve; as a rule, active = well fitted curve in the direction sought with a large enough effect; inconclusive = small, poorly fitted or top-dose-only effect, or another doubt; inactive = no such curve, though single readings can be large; an effect the other way counts as inactive or inconclusive.

SMILES	Abeta rescue	WRN helicase inh	PI5P4Ka inh	IL-2 act	EPAC1 antag	FUS suppressor	PLK1 PBD inh	EPAC1 ag
O=S1(=O)CCN(Cc2ccccc2)CC1	-0.9%	12.0%	1.3	-1.7	-6.5%	-7.6%	-2.3%	-7.0%
Cc1[nH]n(C(N)=S)c(=O)c1N=Nc1ccc2ccccc2c1	-26.6%	u	-29.9	-2.0	-16.4%	40.7%	-1.1%	11.3%
COc1ccc(NC(=S)N2CCC(c3nc4ccc(Cl)cc4[nH]3)CC2)c(OC)c1	17.0%	-3.4%	x	3.7	-4.2%	6.0%	-2.6%	2.4%
COc1ccc(C2C3=C(CCCC3=O)N(CC(=O)O)C3=C2C(=O)CCC3)cc1Cl	6.5%	-5.9%	3.7	1.1	3.5%	28.4%	-28.5%	2.6%
CCCn1c(CC)nc([N+](=O)[O-])c1Sc1ncn[nH]1	-4.6%	1.5%	2.1	-2.9	-5.1%	-13.3%	-22.4%	-3.8%
O=C(/C=C/c1ccco1)NCCCN1CCN(CCCNC(=O)/C=C/c2ccco2)CC1	5.6%	-8.2%	-15.1	-0.4	-7.7%	8.4%	-4.9%	1.2%
O=C(CSc1ccc(-c2ccco2)nn1)c1cccc([N+](=O)[O-])c1	3.0%	-32.2%[57.1 µM]	-64.4*	-0.2	20µM*	18.8%	-24.4%	-0.4%
Cc1cccc(NC(=O)CN2CCN(C(=O)c3cccc(-n4cnnn4)c3)CC2)c1C	-14.7%	-7.8%	2.5	-1.9	-13.0%	x	1.2%	11.3%
CCn1c(SCC(=O)Nc2c(C)n(C)n(-c3ccccc3)c2=O)nc2c1c(=O)n(C)c(=O)n2C	2.4%	-5.6%	7.7	0.2	4.5%	12.2%	-8.5%	6.4%
Cc1ccc(-c2nn(-c3ccccc3)cc2C=O)o1	-22.2%	-8.9%	-13.7	-2.7	-3.3%	-5.8%	-25.9%	6.7%
CC(CCc1ccco1)NC(=O)CCc1nnc2ccc(NCc3ccc(Cl)cc3)nn12 (stereo not given)	4.8%	-3.0%[11.6 µM]	1.7	0.1	-12.4%	29.3%	-6.0%	-2.6%
O=C(O)CNCC1COc2ccccc2O1 (stereo not given)	-6.0%	5.3%	x	-0.2	5.2%	3.6%	-1.2%	-0.4%
Cc1ccc(C(=O)OCC(=O)N(C)C2CCS(=O)(=O)C2)cc1S(=O)(=O)N1CCCCC1 (stereo not given)	-5.4%	0.3%	3.0	2.8	9.1%	7.3%	-3.8%	-3.4%
O=S(=O)(c1cccc2cccnc12)N1CCN(c2ccc(F)cc2)CC1	6.0%	1.8%	-4.1	0.7	-15.7%	-2.8%	-8.8%	1.3%
COc1cc(NC(=O)c2cnc(N)s2)cc(C(=O)Nc2cccc(C(F)(F)F)c2)c1	0.2%&9.3%	-7.0%&-4.1%	0.7&-5.3	-0.6&0.0	39.8µM*	u	-9.4%&0.6%	6.0%&-7.5%
O=S(=O)(Cc1cc(NCc2ccccc2)nc(-c2ccccn2)n1)c1ccccc1	u	20.0%	-2.9	-2.9	11.0%	18.5%	-4.3%	3.6%
CC(C)(C)c1nc(SCC(=O)NCc2ccco2)c2ccccc2n1	-6.6%	-25.8%	-10.3	1.7	-9.9%	x	-20.4%	-2.8%
O=C(Cc1ccccc1)NNC(=S)Nc1ccccc1	-20.8%	4.1%	4.3	-0.2	-10.4%	14.6%	-13.4%	-0.5%
Cc1noc(NS(=O)(=O)c2ccc(NC(=O)Cc3ccc([N+](=O)[O-])cc3)cc2)c1C	4.9%	-13.3%	-29.2	0.3	9.8%	31.5%	-17.5%	-7.5%
CCOc1ccc(/C=C2\CCC(C3CCCC3)C2=O)cc1 (stereo not given)	6.1%	6.5%	8.3	-0.3	4.4%	-3.4%	-1.0%	6.4%
COc1cccc(C(=O)OCC(=O)Nc2ccc(N3CCOCC3)cc2)c1	-3.3%	4.8%	-6.3	-0.1	-5.8%	-10.5%	-0.6%	-2.7%
N#Cc1c(N2CCCC2)nsc1-c1ccccc1	-27.5%	-7.4%	1.1	-1.1	-11.7%	-20.8%	-22.7%	8.1%
Cc1cc(C)c2nc(N3CCN(C(=O)c4cccs4)CC3)sc2c1	7.7%	-3.0%	8.0	-0.2	-9.6%	u	-13.3%	26.8%
COc1ccc(-n2cc(CNCCc3cnc[nH]3)c(-c3cccc(F)c3)n2)cc1	-13.9%	2.6%	1.8	3.5	-15.8%	43.2%	-13.5%	5.5%
C=CCn1c(SCc2nc3cc(C(=O)OC)ccc3c(=O)[nH]2)nc2sc(CC)cc2c1=O	-9.1%	-27.7%	1.4	-2.6	12.7%	x	-4.5%	7.6%
Cc1cc(NC(=O)c2c(F)cccc2Cl)n(-c2nc3ccccc3[nH]2)n1	6.3%	-11.0%	25.0	-0.3	6.4%	12.3%	-3.0%	16.3%
COc1cccc(N2C(=O)Nc3ccc(Br)cc3C2(O)C(=O)NCCCOC(C)C)c1 (stereo not given)	0.2%	-1.2%	-2.6	0.1	4.1%	3.9%	1.0%	-10.9%
COc1cccc(C(O)c2nc3ccccc3n2C(C)C)c1OC (stereo not given)	6.4%	-2.8%	-7.4	-0.4	-17.9%	8.5%	-5.2%	-6.6%
CN(NC(=O)CN1C(=O)c2ccccc2C1=O)C1=NS(=O)(=O)c2ccccc21	1.5%	-0.7%	-1.5	-3.6	-16.6%	3.5%	-9.9%	-2.7%
c1ccc(-c2cn3c4c(sc3n2)CCCC4)cc1	-3.1%&-57.2%	-2.3%&-5.6%	6.3	1.9&-0.1	13.6%&-9.6%	-12.3%&0.4%	-12.0%&-9.8%	3.9%&15.4%
O=C(CC[C@H]1O[C@@H](n2cnc3c(NC(=O)c4ccccc4)ncnc32)[C@H](O)[C@@H]1O)N[C@@H](CO)Cc1c[nH]c2ccccc12	-5.2%	3.2%	-7.0	0.7	18.5%	-19.4%	-2.4%	-2.1%
CCc1ccccc1NC1c2ccccc2C(=O)N1Cc1ccco1 (stereo not given)	24.5%	-6.7%	8.5	-3.0	-2.1%	6.6%	2.4%	0.7%
c1ccc(CCc2nc(-c3cccnc3)no2)cc1	-0.2%	5.9%	-2.1	-1.4	4.0%	-6.1%	-4.8%	2.3%
COc1ccc(O)c(/C=N/N=C2/C(=O)Nc3ccccc32)c1	-13.4%	-10.9%	1.2	3.0	-0.8%	-45.3%	-0.3%	-6.2%
O=C(/C=C/c1ccc2c(c1)OCO2)c1ccc(O)cc1O	-42.0%[inhibitor]	-11.1%	-17.8	0.0	-12.2%	43.7%	-1.6%	-0.5%
CCN(CC(=O)NCc1cccs1)C(=O)CN(C)S(=O)(=O)c1ccc(C)cc1	7.1%	3.7%	2.3	-5.5	-8.8%	-7.8%	-4.5%	-0.1%
Cc1c[n+]([O-])ccc1Oc1ccc([N+](=O)[O-])cc1	-11.6%	9.0%	2.3	0.3	16.0%	-31.4%	-19.1%	-2.4%
COc1cc(/C=C/C(=O)N(C)CC(=O)Nc2ccccc2SC)cc(OC)c1OC	1.7%	9.4%	-2.1	-3.7	8.3%	x	2.3%	-2.0%
CCC(CC)C(=O)NCCc1ccc(S(N)(=O)=O)cc1	2.0%	-1.9%	-1.4	-1.3	-2.6%	-22.5%	-3.7%	5.0%
Cc1ccc(C(=O)c2c3ccccc3[n+]([O-])n2CCC(N)=O)cc1	-5.5%	5.6%	8.9	-0.1	2.4%	-19.2%	-9.6%	11.5%
O=C(Nc1nccs1)c1ccc(Br)o1	7.5%	-10.9%	x	-1.6	-12.0%	-2.8%	-1.5%	-1.6%
Clc1ccc(OCc2nc(-c3ccccn3)no2)c(Br)c1	4.9%	2.5%	3.6	-3.4	7.0%	-16.5%	4.3%	-11.5%
N#CC1=C(N)C(C#N)(C#N)[C@H](c2ccncc2)[C@H]2CN(C(=O)OCc3ccccc3)CC=C12	-11.4%	-31.7%[57.1 µM]	x	-2.3	4.2%	33.7%	-22.0%	-2.1%
C/C(=N\NC(=O)c1ccccc1F)c1cccc(NC(=O)c2ccc(C)cc2)c1	-6.0%	-27.9%	1.1	-3.8	-9.8%	x	2.6%	1.1%
Cc1ccc(-n2ncc3c(NCc4cccnc4)ncnc32)cc1C	6.6%	-9.9%	x	-3.4	-7.5%	-2.4%	-3.0%	7.3%

Single entries from above:
Entry of O=C(CC[C@H]1O[C@@H](n2cnc3c(NC(=O)c4ccccc4)ncnc32)[C@H](O)[C@@H]1O)N[C@@H](CO)Cc1c[nH]c2ccccc12 under Abeta rescue: -5.2%
Entry of CCC(CC)C(=O)NCCc1ccc(S(N)(=O)=O)cc1 under PI5P4Ka inh: -1.4

Next records
SMILES	Abeta rescue	WRN helicase inh	PI5P4Ka inh	IL-2 act	EPAC1 antag	FUS suppressor	PLK1 PBD inh	EPAC1 ag
Cc1ccc(C(=O)NCCCN2CCN(CCCNC(=O)c3ccc(C)cc3)CC2)cc1	7.0%	0.8%	-5.3	-3.8	8.5%	-30.7%	4.8%	-5.5%
O=C1CCCC(=O)N1c1ccc(Oc2ccc(Cl)cc2)cc1	-9.8%	-1.2%	6.5	-0.3	-1.7%	x	4.6%	-1.8%
CSCCCNC(=O)c1ccc(OC2CCN(CCc3ccccc3)CC2)cc1	11.4%	-8.0%	4.1	0.3	-28.8%	10.0%	7.2%	9.3%
COc1cc(/C=C2\SC(=O)N(CC(=O)Nc3ccc(C)cc3)C2=O)cc(Cl)c1OCC(=O)O	4.3%	50.1µM*	-17.4	2.0	u	16.7%	15µM*	17.4%
CCCCCc1c(CC)ncn1CCc1ccccc1OC	-17.4%	0.9%	-1.0	-1.2	-21.3%	12.1%	-20.2%	-8.9%
COC(=O)[C@]12CCCCC=C1N(Cc1ccco1)C(=O)[C@H](CC(=O)N1CCN(C(=O)C3CC3)CC1)C2	0.4%	1.2%	-2.3	0.0	14.8%	13.8%	1.4%	8.3%
CCc1cccc(C)c1NC(=O)CCNC(=O)c1cccc(C)c1	-11.1%	-1.4%	-3.3	-1.1	6.3%	-11.7%	-12.5%	8.9%
COc1cc(/C=C2\C(=N)N3N=C(C)SC3=NC2=O)cc(Cl)c1OCCOc1ccc(NC(C)=O)cc1	0.6%	-13.1%[11.6 µM]	-26.0	-4.2	8.6%	11.6%	-29.3%	-14.2%
